Screening data as filed in PubChem.
PG9 Ab binder: PG9 antibody binding by small molecule; TR-FRET gp120-PG9 antibody binding; inhibition, % at 6.7 µM; 360,000 tested, 0.43% active; in the data active = inhibition above about 8.5%
ABHD4 inh: inhibitors of mouse ABHD4; Q8VD66; purified mABHD4, FP-Rh probe fluorescence polarization; inhibition, % at 8.92 µM; 370,000 tested, 0.54% active; AID 720543;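 active = inhibition exceeding the mean over every tested compound plus 3 SD, cut at about 30% in these data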;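 note: 0% = plate median of compound wells and 100% = S159A mutant with DMSO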
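Material: mouse ABHD4 enzyme, wild type; Benchmarks: S159A mutant high control, sample median low control; Buffer or medium: HEPES pH 7.0, NaCl, Pluronic buffer; Signal: fluorescence polarization; Read-out: percent inhibition of probe binding, normalized to plate controls; Timing: pre-incubation 45 min, probe exposure 60 min, at 25 °C; Dosing: 8.92 µM, single dose.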
LEDGF integ inh: blocks HIV-1 LEDGF/p75-dependent DNA integration | TR-FRET IN-LEDGF/p75 DNA integration, Eu/Cy5 | inhibition, % at 3.7 µM | 370,000 tested, 0.64% active | AID 743269;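 active = inhibition above the screen-wide mean plus 3 SD, cut at about 13% in these data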;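 note: signal is the Cy5 over europium emission ratio at 671 and 618 nm; 0% = plate median of compound wells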
SIAE primary: inhibitors of human sialic acid acetylesterase SIAE; SIAE FP-Rh probe binding, fluorescence polarization; inhibition, % at 9.66 µM; 370,000 tested, 0.69% active; AID 1053197;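 active = inhibition above a cutoff: mean of compounds within the control limits plus 3 SD of those, cut at about 17% in these data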;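 note: 0% = plate median of compound wells and 100% = probe without SIAE protein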
Target sequence (Q9HAT2 whole entry, looked up): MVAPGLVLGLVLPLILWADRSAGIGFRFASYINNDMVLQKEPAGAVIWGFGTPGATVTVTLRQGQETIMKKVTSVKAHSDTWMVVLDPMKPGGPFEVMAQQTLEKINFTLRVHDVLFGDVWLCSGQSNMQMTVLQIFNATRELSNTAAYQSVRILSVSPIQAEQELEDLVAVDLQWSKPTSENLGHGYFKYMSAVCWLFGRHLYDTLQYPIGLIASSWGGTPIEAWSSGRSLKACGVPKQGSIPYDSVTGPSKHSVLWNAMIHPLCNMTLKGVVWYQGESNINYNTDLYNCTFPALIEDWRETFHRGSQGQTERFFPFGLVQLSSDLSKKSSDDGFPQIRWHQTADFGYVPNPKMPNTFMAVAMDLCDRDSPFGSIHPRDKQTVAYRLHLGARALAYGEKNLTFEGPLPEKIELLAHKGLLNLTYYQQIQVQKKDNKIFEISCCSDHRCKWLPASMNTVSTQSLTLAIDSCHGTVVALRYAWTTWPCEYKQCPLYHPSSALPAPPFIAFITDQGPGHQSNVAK
UHRF1 MBD2 ctr: UHRF1 methyl-DNA binding inhibition; inhibition, % at 4.4 µM; UHRF1 binding to methylated oligo, TR-FRET; 370,000 tested, 0.75% active; AID 687016; Q96T88; in the data active = inhibition above about 21%;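 note: UHRF1 SRA domain binding a hemimethylated CpG hairpin DNA probe; 0% = median of test compound wells and 100% = reference inhibitor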
HTRA1 inh: HTRA1 (human) protease inhibition; inhibition, % at 5.96 µM; AID 504803; 340,000 tested, 0.5% active; recombinant HTRA1, FP-rhodamine activity-based probe, fluorescence polarization; Q92743; in the data active = inhibition above about 36%;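 note: 0% = enzyme with DMSO and 100% = wells lacking enzyme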
Tn7 DDE FP: disrupts Tn7 cyclic peptide binding to fibrin D-Dimer-E complex | P02675 | FP displacement of FITC-Tn7 peptide from fibrin DD(E); 0% = median of compound wells per plate | inhibition, % at 8.3 µM | 370,000 tested, 0.13% active;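 active = inhibition above the mean of compounds falling within the control limits plus 3 SD of them, cut at about 14% in these data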;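 note: 0% = plate median of compound wells and 100% = 10 µM Aha-Tn7 peptide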
Target sequence (P02675 whole entry, looked up): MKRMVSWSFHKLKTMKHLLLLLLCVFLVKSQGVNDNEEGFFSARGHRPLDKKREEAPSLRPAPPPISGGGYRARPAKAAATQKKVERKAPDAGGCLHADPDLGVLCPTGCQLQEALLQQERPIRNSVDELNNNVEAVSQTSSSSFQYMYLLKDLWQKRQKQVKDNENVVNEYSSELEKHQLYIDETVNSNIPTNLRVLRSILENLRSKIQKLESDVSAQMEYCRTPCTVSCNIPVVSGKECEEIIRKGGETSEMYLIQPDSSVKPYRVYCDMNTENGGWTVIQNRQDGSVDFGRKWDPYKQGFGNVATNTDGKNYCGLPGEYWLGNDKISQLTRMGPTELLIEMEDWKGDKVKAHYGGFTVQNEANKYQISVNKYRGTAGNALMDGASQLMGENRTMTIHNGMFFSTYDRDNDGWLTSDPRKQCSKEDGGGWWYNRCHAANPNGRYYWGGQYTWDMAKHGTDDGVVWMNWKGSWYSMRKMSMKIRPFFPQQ
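Measure: % inhibition scaled between sample-field median and high-control FP; Test system: human fibrin DD(E); Quantity: 2 µM final DD(E) protein; Doses: one dose, 8.3 µM nominal; Schedule: compound with protein 10 min, then 3 h after probe, room temperature; Detection: fluorescence polarization; Medium: Tris buffer with calcium and detergent, pH 7.8.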
PRMT1 FP inh: blocks human protein arginine methyltransferase 1; Q99873; recombinant PRMT1, activity-based probe fluorescence polarization; inhibition, % at 2.79 µM; 370,000 tested, 1.3% active;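 active = inhibition above about 21% made by adding two undisclosed values, limit read from the data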
TDP2 absorb: TDP2 (human) inhibition, absorbance primary screen; 370,000 tested, 0.34% active; inhibition, % at 12.8 µM; AID 720702; recombinant TDP2, T5PNP hydrolysis, p-nitrophenol absorbance 415 nm;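 active = inhibition above the mean of all tested compounds plus 3 SD, set per campaign, cut at about 25% in these data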;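 note: 0% = DMSO with enzyme and 100% = buffer with substrate but no TDP2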
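Assay system: recombinant human TDP2 / Reagent: T5PNP substrate at 5 mM, a TopII-DNA adduct mimic / Measured by: epi absorbance from released p-nitrophenol / Evaluation: % inhibition relative to enzyme-containing and enzyme-free wells / Control set: enzyme-free and DMSO wells / Replicates: each compound tested once, singlicate / Schedule: enzyme reaction with compound for 2 h at 37 °C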
TCR CD3 inh: blocks the human TCR-CD3 interaction. inhibition, % at 9.4 µM. TAMRA-labeled TCR probe fluorescence, biochemical. 360,000 tested, 0.37% active. AID 651800; in the data active = inhibition above about 19%;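 note: recombinant mutant TCR 2C K166C tagged with TAMRA read by polarization; 0% = receptor in buffer alone and 100% = receptor with positive control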
Active calls of the source: *; / = no result given.

Order of values – PG9 Ab binder	ABHD4 inh	LEDGF integ inh	SIAE primary	UHRF1 MBD2 ctr	HTRA1 inh	Tn7 DDE FP	PRMT1 FP inh	TDP2 absorb	TCR CD3 inh
O=C(c1ccc(Br)cc1)c1cc2ccc(O)cc2oc1=O
    -1.6	-1	-5	1	-2	-1	5	-1	-10	4
Cc1ccc(CS(=O)(=O)CCC(=O)NCc2ccccc2Cl)cc1
    1.7	2	-3	9	2	1	4	1	-3	-2
C[C@H](CO)N1C[C@H](C)[C@@H](CN(C)C(=O)Nc2ccc3c(c2)OCO3)Oc2c(NC(=O)C3CC3)cccc2C1=O
    -1.6	-2	-1	6	-1	6	-4	3	13	1
CC1CN(c2nc(-c3ccccc3)nnc2-c2ccccc2)CC(C)O1 (centres undefined)
    -0.8	4	3	0	3	-7	7	0	2	4
O=C(COC(=O)c1ccc2ncsc2c1)NCc1ccccc1Cl
    1.5	-8	-2	1	-3	-4	8	14	8	2
O=C(N/N=C/c1ccc(N2CCOCC2)cc1)c1ccc(NS(=O)(=O)c2cccs2)cc1
    -0.2	5	0	7	-2	-3	-4	2	4	-3
O=C(O)/C=C/c1ccc(S(=O)(=O)NCc2cccnc2)cc1
    1.0	0	-1	-1	1	3	5	3	-14	1
Cc1ccc(C(C)C)c(OCC(=O)Nc2ccc(Cl)cn2)c1
    -2.9	2	-3	-4	-2	0	1	-1	-5	10
NC(N)=Nc1nc(-c2ccccc2)c2cc(F)ccc2n1
    -1.1	0	0	3	-7	5	8	1	-16	-7
CCOc1cccc(C2C(C(=O)c3ccc(C)o3)=C(O)C(=O)N2c2nccs2)c1 (centres undefined)
    6.1	-1	3	6	-1	-4	8	65*	-5	-1
Cc1nnc(NC(=O)NCN2C(=O)C3C4C=CC(C4)C3C2=O)s1 (centres undefined)
    1.9	0	-1	-2	2	9	-8	-1	-6	9
COC(=O)c1ccc(OC(=O)N2CCOCC2)cc1
    1.5	-13	-3	6	4	-1	0	5	-5	-2
COCC(=O)N(C)C[C@H]1Oc2cc(C#Cc3cccnc3)ccc2S(=O)(=O)N([C@H](C)CO)C[C@H]1C
    -0.2	2	9	-8	19	-7	-4	-8	-6	2
CCOC(=O)c1cc2oc(C(c3nnnn3C3CCCCC3)N3CCOCC3)cc2[nH]1 (centres undefined)
    -0.7	-1	-1	2	-1	-13	-5	0	-8	-2
CSc1nccc(Oc2cccc(C#N)c2)n1
    -3.4	-9	-1	-9	1	0	0	-2	-21	12
Cc1nnsc1C(=O)NC(=O)Nc1ccc(F)c(Cl)c1
    -0.1	-5	0	5	0	-2	-4	0	-3	2
COc1ccc(C(C[N+](=O)[O-])c2c(-c3ccccc3)cc3ccccn23)c(OC)c1 (centres undefined)
    -4.3	11	0	7	3	16	-4	6	3	-1
CCN(CC)C(=O)CCS(=O)(=O)c1cccc2nonc12
    -0.7	2	-6	-6	1	5	-1	1	-16	-6
Cc1ccc(Cl)cc1NC(=O)NCc1cccnc1
    -1.4	-5	4	0	-4	-1	-3	-2	11	11
Cc1ccc(C)c(NC(=O)CCn2nc(C)cc2C)c1
    -1.2	1	2	2	2	3	3	-1	-7	2
CSCCC(C(=O)Nc1ccc2c(c1)OCO2)N1C(=O)c2ccccc2C1=O (centres undefined)
    1.0	-1	4	7	-4	3	3	-3	12	-5
O=C(NCc1ccco1)C(c1ccccc1)N(Cc1ccccc1)C(=O)Cn1nnc2ccccc21 (centres undefined)
    0.0	-2	3	-2	-2	-1	0	-2	-10	8
C=CCNC(=O)/C(=C/c1cn(-c2ccccc2)nc1-c1cccc([N+](=O)[O-])c1)NC(=O)c1ccccc1
    0.9	-9	0	1	1	-8	7	3	-13	-8
CN1C[C@]2(C=C3CCCCC3n3c(=O)n(-c4ccccc4)c(=O)n32)N=C1NC(=O)c1ccccc1 (some centres undefined)
    /	1	1	6	-2	/	6	1	2	/
O=C(NCc1cccc(C(F)(F)F)c1)C1CC(c2ccccc2F)=NO1 (centres undefined)
    -1.1	-5	3	5	1	1	3	0	-2	-3
CC(C)CCNC(=O)NC(=O)CSc1ncccn1
    -0.8	3	1	-1	-1	1	-7	-5	-3	7
CN(C)S(=O)(=O)N1CCc2ccc(NC(=O)c3ccc(C(F)(F)F)cc3)cc2C1
    1.2	-12	-3	-3	2	-18	-2	0	-8	-1
Cc1cccc(N(Cc2ccccc2)C(=O)CN2C(=O)NC3(CCCC3)C2=O)c1
    2.2	-6	-1	1	-1	-9	-5	5	-5	0
COC(=O)Cc1[nH]c(=O)[nH]c1C(=O)OC
    -2.4	1	0	12	-3	2	-3	-5	12	1
NC(=O)C1CCN(Cc2nc(-c3ccccc3)no2)CC1
    -1.8	-4	5	5	1	2	2	0	-3	2

Exported with bars between the fields: entries from further up.
structure | PG9 Ab binder | ABHD4 inh | LEDGF integ inh | SIAE primary | UHRF1 MBD2 ctr | HTRA1 inh | Tn7 DDE FP | PRMT1 FP inh | TDP2 absorb | TCR CD3 inh
CCOC(=O)c1cc2oc(C(c3nnnn3C3CCCCC3)N3CCOCC3)cc2[nH]1 (centres undefined) | -0.7 | -1 | -1 | 2 | -1 | -13 | -5 | 0 | -8 | -2
Cc1cccc(N(Cc2ccccc2)C(=O)CN2C(=O)NC3(CCCC3)C2=O)c1 | 2.2 | -6 | -1 | 1 | -1 | -9 | -5 | 5 | -5 | 0

Next part:
Order of values – PG9 Ab binder	ABHD4 inh	LEDGF integ inh	SIAE primary	UHRF1 MBD2 ctr	HTRA1 inh	Tn7 DDE FP	PRMT1 FP inh	TDP2 absorb	TCR CD3 inh
Nc1c(C(=O)NCCc2ccc(Cl)cc2)sc2ccc(S(=O)(=O)N3CCCCC3)cc12
    0.0	-10	-2	-17	1	/	-4	2	-1	7
O=C1NC(N2CCOCC2)=N/C1=C/c1ccc2c(c1)OCO2
    -5.9	7	-9	5	1	2	-1	3	-22	-3
CN(C)CCNC(=O)/C(=C/c1ccc(-c2ccc(Cl)cc2Cl)o1)NC(=O)c1ccccc1
    -2.5	16	-1	12	2	-1	0	-4	3	9
c1cc2c(cc1CNc1ccc(N3CCOCC3)cc1)OCO2
    -8.6	30*	16*	12	-3	30	4	5	16	0
CC(C)(C)c1ccccc1NC(=O)c1ccc(-n2cncn2)c([N+](=O)[O-])c1
    1.1	4	-1	-5	1	2	6	4	6	-3
CCOc1ccc(N2CC(C(=O)Nc3nnc(CC)s3)CC2=O)cc1 (centres undefined)
    -2.7	1	3	0	-2	-2	-2	5	-11	1
O=C(O)c1ccc(S(=O)(=O)N2CCN(c3ccccn3)CC2)cc1
    -1.8	8	-3	1	-2	5	1	-1	4	3
Cc1cc(C)cc(NC(=O)N2CCCC2C(=O)NCc2ccco2)c1 (centres undefined)
    0.5	-2	7	-2	-1	5	-2	0	-6	1
Cc1cccc(-c2nc3ccccc3c(=O)n2NC(=O)/C=C/c2ccc([N+](=O)[O-])cc2)c1
    -1.5	-4	2	-3	0	-3	5	-2	8	4
O=C(c1ccc2c(c1)OCO2)N(Cc1cccs1)C1(C(=O)NC2CCCCC2)CCCCC1
    1.3	0	5	-1	-1	-6	-1	0	-13	1
CC(C)(C)c1ccc(C(=O)NNC(=O)Cc2cccc3ccccc23)cc1
    -0.9	-8	2	-1	-1	-17	-2	-1	-8	2
CC(C)Oc1ccc(C2CC(=O)N(C)C2=O)cc1 (centres undefined)
    0.2	-10	-6	-9	6	10	-7	6	-7	1
CCOc1ccc(N(Cc2cc3cc(C)ccc3[nH]c2=O)C(=O)COC)cc1
    -1.0	2	-2	-2	0	14	2	3	4	-2
O=[N+]([O-])c1cc(C=Nc2ccc3ccccc3c2)ccc1Br
    -2.3	6	4	4	-2	-17	4	3	2	12
Cc1nc(SCc2nc3c(C)cccc3[nH]2)c2oc3ccccc3c2n1
    -2.1	-16	2	3	-4	-31	1	1	-5	8
COc1ccc(CN2CCNC(=O)C2CC(=O)NCC2CCOCC2)c(C)c1C (centres undefined)
    -2.1	9	-2	6	0	14	-1	2	-4	12
COCCNc1nc(NCc2ccc(NC(C)=O)cc2)c2sccc2n1
    0.5	0	4	0	1	/	-4	3	-1	-3
CCn1c(SCC(=O)N(C)C)nc2cc(S(=O)(=O)N3CCOCC3)ccc21
    -0.8	2	0	3	3	-1	-9	-2	6	-8
Cc1nc(-c2ccc(C(=O)Nc3ccc(F)cc3)cc2)cs1
    1.4	-4	-1	0	6	-1	-2	1	-4	-3
CCCC[C@H]1COCCS(=O)(=O)N1Cc1ccc(F)cc1
    0.3	-3	2	1	17	-6	6	0	-12	-1
CCCCN(C)C(=S)Nc1ccc2nc(N3CCN(CC)CC3)cc(C)c2c1
    -0.4	4	-3	-3	2	3	4	2	-11	0
CCOc1ccc(NC2=C(Cl)C(=O)N(C3CCCCC3)C2=O)cc1
    -2.5	0	6	0	5	2	2	-2	3	3
N#C/C(=C(O)\C=C\c1ccccc1)c1nc2ccccc2[nH]1
    -0.8	5	2	10	0	-1	-7	-1	3	8
Cc1ccc2nc(-c3ccccc3)c(Cc3ccccn3)n2c1
    -1.0	2	-2	6	18	/	3	3	4	1
O=C(CN(C(=O)CCC(=O)Nc1ccccn1)C1CCCC1)NCc1ccccc1
    -2.6	2	-7	0	1	1	-5	2	9	-1
COc1cccc(NC(=O)Nc2nc3ncccn3c2-c2ccc(C(F)(F)F)cc2)c1
    /	13	5	0	0	/	-1	-4	5	/
COc1cc(NC(=O)COC(=O)c2cc(S(=O)(=O)N3CCOCC3)ccc2F)cc(OC)c1
    -1.4	2	0	-2	-1	-3	4	-1	-5	-2
CSCCC(C(=O)N(C)CC(=O)Nc1cccc(F)c1)N1C(=O)c2ccccc2C1=O (centres undefined)
    0.8	2	-4	-2	-1	2	0	-1	-2	1
Cc1ccc(SCC(=O)Nc2cccc(S(=O)(=O)N3CCOCC3)c2)cc1C
    -1.4	1	1	-4	0	-4	-4	6	2	-10
Nc1nc(-c2cccnc2)nc(N2CCCCC2)n1
    -1.5	-1	-2	-1	1	-2	4	-1	-3	7
COCc1[nH]nc2c1C(c1ccc(F)cc1)NC2=O (centres undefined)
    -0.9	1	-1	-1	1	/	-8	-4	-9	-2

Some entries already given, limited to UHRF1 MBD2 ctr and Tn7 DDE FP:
| SMILES | UHRF1 MBD2 ctr | Tn7 DDE FP |
| --- | --- | --- |
| Cc1ccc(Cl)cc1NC(=O)NCc1cccnc1 | -4 | -3 |
| CCOc1ccc(NC2=C(Cl)C(=O)N(C3CCCCC3)C2=O)cc1 | 5 | 2 |
